TbREL1 primary: TbREL1 RNA ligase inhibitors, primary screen, biochemical, FRET fluorescence | TbREL1 RNA ligation | inhibition, % at 9.66 µM | hit rate 0.49% among 89,000 | AID 1117264, 2014;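 active = inhibition above the mean inhibition across all screened compounds plus 3 SD, cut at about 11% in these data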;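 note: 0% = plate median of test wells and 100% = NSC42067 control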
Target sequence (P86926 whole entry, looked up): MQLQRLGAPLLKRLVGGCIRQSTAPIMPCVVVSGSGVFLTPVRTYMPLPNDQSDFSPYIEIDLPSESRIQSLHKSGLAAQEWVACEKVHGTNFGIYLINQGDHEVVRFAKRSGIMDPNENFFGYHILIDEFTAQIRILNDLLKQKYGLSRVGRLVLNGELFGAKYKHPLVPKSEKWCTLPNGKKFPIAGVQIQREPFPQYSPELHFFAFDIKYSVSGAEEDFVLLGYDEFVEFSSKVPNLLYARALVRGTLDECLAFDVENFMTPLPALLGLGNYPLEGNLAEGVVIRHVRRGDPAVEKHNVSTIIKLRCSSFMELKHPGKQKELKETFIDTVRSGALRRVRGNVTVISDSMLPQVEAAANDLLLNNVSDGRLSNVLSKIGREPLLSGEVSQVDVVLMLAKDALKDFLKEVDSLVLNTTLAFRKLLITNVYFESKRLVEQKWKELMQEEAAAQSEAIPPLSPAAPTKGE
The depositor's hits bear a star.

Compound | TbREL1 primary
CC1=CC2=NC(=O)CC(C)(C(=O)N(CC(=O)NC3CCCC3)Cc3ccccc3)N2C=C1 (configuration not stated) | 1
OCCC1CN(Cc2nc3ccccc3s2)CCN1CCc1ccccc1 (configuration not stated) | -2
CC(=O)Nc1c(Cl)n(C(C)=O)c2ccccc12 | -2
CN(C)/N=C1\C(=O)N(CN2CCN(c3ccccc3)CC2)c2ccccc21 | -4
CCN(CC)Cc1c(O)c(Cl)cc2c(C)cc(=O)oc12 | 0
Cc1nc(-c2ccc(NS(C)(=O)=O)cc2)cs1 | 2
Cn1c(Cn2c(=O)sc3ccccc32)nnc1SCC(=O)Nc1cccc(Cl)c1 | 2
CCc1ccc(-c2nc(SCC(=O)N(C)C3CCS(=O)(=O)C3)n[nH]2)cc1 (configuration not stated) | -1

Next entries follow.
Compound | TbREL1 primary
Clc1ccc(/C=C/c2nc3ccccc3[nH]2)c(Cl)c1 | 2
COc1ccc(OC)c(C(=O)NC(CC(N)=O)c2ccc(N3CCC(Cc4ccccc4)CC3)c([N+](=O)[O-])c2)c1 (configuration not stated) | 0
CCc1ccc(CN2CCC(n3nccc3NC(=O)Cc3ccccc3)CC2)o1 | -5
CCOc1ccc(NC(=S)NCc2ccc3c(c2)OCO3)cc1 | -4
CCCC(NC(=O)C(C)N1CCN(S(=O)(=O)c2ccccc2)CC1)c1ccccc1 (configuration not stated) | -2
O=C(NNC(=O)c1cc([N+](=O)[O-])ccc1Cl)c1cccnc1 | 0
CCOC(=O)C(NC(=O)Nc1ccc(O)cc1)(c1ccccc1)C(F)(F)F (configuration not stated) | -2
C=CCN1CCN(C(CC(C)C)c2nnnn2CCOC)CC1 (configuration not stated) | -5

(cont.)
Compound | TbREL1 primary
CCN(CC)Cc1c(O)ccc2c(=O)c(-c3ccccc3OC)coc12 | 4
Cc1ccc2c(CNCc3ccco3)cc(=O)oc2c1 | 1
CCCn1c(SCC(=O)Nc2ccccc2N2CCOCC2)nc2c1c(=O)n(C)c(=O)n2C | 1
CCN(Cc1ccc(OC)c(COC)c1)CC1CCCN(CCc2cccc(F)c2)C1 (configuration not stated) | -3
COc1ccc(OC)c(S(=O)(=O)N2CCN(C(=O)c3cc(C4CC4)nn3-c3ccccc3)CC2)c1 | -1
Cc1ccc2c(c1)N(CC(=O)N1CCCCCC1)C(=O)CO2 | 4
CC1CCC2(CC1)NC(=O)N(Cc1nc(-c3ccccc3)no1)C2=O (configuration not stated) | 1
Cc1ccc(S(=O)(=O)Nc2cccc(C(=O)NC3CCN(Cc4ccccc4)CC3)c2)cc1F | -3

A section taken from the entries so far:
Compound | TbREL1 primary
CCCn1c(SCC(=O)Nc2ccccc2N2CCOCC2)nc2c1c(=O)n(C)c(=O)n2C | 1
CCN(Cc1ccc(OC)c(COC)c1)CC1CCCN(CCc2cccc(F)c2)C1 (configuration not stated) | -3
COc1ccc(OC)c(S(=O)(=O)N2CCN(C(=O)c3cc(C4CC4)nn3-c3ccccc3)CC2)c1 | -1
Cc1ccc2c(c1)N(CC(=O)N1CCCCCC1)C(=O)CO2 | 4
CC1CCC2(CC1)NC(=O)N(Cc1nc(-c3ccccc3)no1)C2=O (configuration not stated) | 1
Cc1ccc(S(=O)(=O)Nc2cccc(C(=O)NC3CCN(Cc4ccccc4)CC3)c2)cc1F | -3

Continuation.
Compound | TbREL1 primary
CC(C)CNC(=O)OCc1cn(Cc2ccc(F)cc2F)nn1 | 0
CCc1ccc(NC(=O)CSc2nnc(C)c(=O)n2N)cc1 | 7
CCC(=O)Nc1nc(C)c(-c2csc(Nc3ccccn3)n2)s1 | 0
CCCn1c(C)cc(C(=O)COC(=O)c2cc(=O)[nH]c3ccccc23)c1C | -6
CCCNC(=O)c1cc(SC)ccc1Cl | 1
CC(=O)N/C(=C/c1ccc(OC(F)F)cc1)C(=O)O | 2
O=C(NNC(=O)c1cc(OCC(F)(F)F)ccc1OCC(F)(F)F)c1ccc(Cl)c(Cl)c1 | 1
N#CN1CCC(NS(=O)(=O)c2ccc(C(F)(F)F)cc2)CC1 | 1

Later entries
Compound | TbREL1 primary
O=S1(=O)N[C@@H](Cc2ccccc2)COc2cccc(N3CCSCC3)c21 | 3
C[C@@H]1CN([C@H](C)CO)C(=O)CCCn2nncc2CO[C@H]1CN(C)C(=O)c1ccccc1 | 1
COc1cc(/C=C2\SC(=S)N(NC(=O)c3ccncc3)C2=O)ccc1O | 1
O=C(CCl)N1CCN(S(=O)(=O)Cc2ccccc2)CC1 | 5
COc1ccccc1N(CC(=O)NC1CCCCC1)C(=O)CNC(=O)c1cccs1 | 2
COc1nc(C#N)c(N2CCOCC2)o1 | -3
Cc1ccc(OCCNC(=O)c2cc(C3CC3)nc3c2cnn3C(C)C)cc1 | 8
COc1ccccc1Nc1nc(N)nc(CN2CCOCC2)n1 | 2

Carrying on:
Compound | TbREL1 primary
COCCN(C(=O)COC(=O)C1=COCCO1)c1c(N)n(Cc2ccccc2)c(=O)[nH]c1=O | 1
NC(=O)c1cccc(S(=O)(=O)N2CC(c3ccccc3)CC2=O)c1 (configuration not stated) | 0
COc1ccc(C(=O)OCC(=O)Nc2ccc(F)c(F)c2)cc1OC | 2
Cn1c(C(=O)O)c(CC(=O)N2CCC(Cc3ccccc3)CC2)c2ccccc21 | -3
CCOc1ccc(N(CC(=O)Nc2c(C)n(C)n(-c3ccccc3)c2=O)S(=O)(=O)c2ccc(C(C)(C)C)cc2)cc1 | 4
CCCCn1c(N)c(N(CCOC)C(=O)CCN2C(=O)C3CC=CCC3C2=O)c(=O)[nH]c1=O (configuration not stated) | 3
COc1ccc(CC(=O)NCCc2cnc[nH]2)cc1 | 1
O=C(NCc1ccco1)c1nn2cccnc2c1Cl | 0

Continuation:
Compound | TbREL1 primary
Cc1ccc(C2=NOC(=O)/C2=C\C=C\c2ccccc2)cc1 | 3
CCOC(=O)N1CCC(NC(=O)CS(=O)Cc2nc(-c3ccc(Cl)cc3)oc2C)CC1 (configuration not stated) | 0
COc1ccccc1NC(=O)NC1CCCc2ccccc21 (configuration not stated) | 2
COc1ccc(C)cc1NC(=O)C1CCCN1S(=O)(=O)c1ccc2c(c1)CCC(=O)N2 (configuration not stated) | 2
CCCCCOC(=O)C1=C(C)NC(=O)NC1c1ccc(N(C)C)cc1 (configuration not stated) | -8
COc1cccc(C2=NOC(C(=O)NCc3ccccc3)C2)c1 (configuration not stated) | 6
COc1ccc(NC(C(=O)Nc2cccc(C(C)=O)c2)c2ccccc2)cc1 (configuration not stated) | 1
CC(C)CNS(=O)(=O)c1ccc(CCC(=O)NCc2ccncc2)cc1 | 1

The results go on:
Compound | TbREL1 primary
Cc1ccc(C)c(-n2c(SCC(N)=O)nnc2-c2ccccn2)c1 | 3
CCOc1cccc(-c2nn3c(-c4ccccn4)nnc3s2)c1 | 2
Cc1cccc(C)c1OCc1cccc(C2Nc3ccccc3C(=O)N2Cc2ccco2)c1 (configuration not stated) | 3
COc1cc2c(c(OC)c1OC)[C@@]1(c3ccccc3)CCCC[C@H]1[C@@H]2NC(=O)C(F)(F)F | -2
CCNc1nc(NC(C)C)nc(NS(=O)(=O)c2ccc(Cl)cc2)n1 | 0
Cc1ccc(OCC(=O)Nc2ccc3c(c2)C(=O)N(CCC(=O)O)C3=O)cc1 | 0
Cn1c(=O)c2cn(Cc3ccc(Cl)cc3)cc2n(C)c1=O | -3
O=C(N/N=C(\c1ccccc1)c1cccnc1)c1cccc(F)c1 | 1

Next part
Compound | TbREL1 primary
COC(=O)C[C@H]1CC[C@@H]2[C@H](COc3ccc(NC(=O)c4cccc(F)c4)cc3C(=O)N2C)O1 | -2
CC(C)(C)Nc1nc(C(N)=O)nc(N2CCOCC2)n1 | 4
COc1ccccc1N1CCN(c2ccc3c(c2)S(=O)(=O)c2cccc(C(=O)NCc4ccc(F)cc4)c2C3=O)CC1 | 1
CCOc1ccc(OCC)c(NC(=O)CN2CCN(c3cccc(C)c3)CC2)c1 | 4
COc1ccc(CNC(=O)COC(=O)c2ccccn2)cc1 | 1
CCc1ccc(OCC(=O)Nc2ccc(S(=O)(=O)N3CCCC3)cc2)c(Br)c1 | -1
COC(=O)c1ccc(C(=O)OC)c(NC(=S)N2CCCC2)c1 | -1
CC(C)(C)NC(=O)CSc1nc2ccc(NC(=O)CSc3nnnn3Cc3ccccc3)cc2s1 | 0

New compounds follow.
Compound | TbREL1 primary
CC(=O)NC(Cc1ccccc1C)C(=O)NC1CCN(C(=O)c2cccc(C)c2)CC1 (configuration not stated) | 1
Cc1noc(C)c1C(=O)NCCc1c(C)[nH]c2ccccc12 | -5
CC1CCC(NC(=O)C2CCN(C(=O)Nc3ccccc3)CC2)CC1 (configuration not stated) | 2
CCN(CC1COc2ccccc2O1)C(=S)Nc1ccccc1 (configuration not stated) | -3
CCCCn1c(N)c(N(CCOC)C(=O)Cn2c(=O)cnc3ccccc32)c(=O)[nH]c1=O | -3
c1ccc2[nH]c(COCc3nc4ccccc4[nH]3)nc2c1 | 1
CCOc1ccccc1OCCCC(=O)N(C)CC(=O)Nc1cc(C)ccc1C | 6
O=C(CCN=C1NS(=O)(=O)c2ccccc21)OCc1c(F)c(F)c(F)c(F)c1F | 0

3 entries out of the list above, sorted by the value under TbREL1 primary, largest number first.
Compound | TbREL1 primary
CCCNC(=O)c1cc(SC)ccc1Cl | 1
O=C(NNC(=O)c1cc([N+](=O)[O-])ccc1Cl)c1cccnc1 | 0
CCN(Cc1ccc(OC)c(COC)c1)CC1CCCN(CCc2cccc(F)c2)C1 (configuration not stated) | -3

(list continues)
Compound | TbREL1 primary
COc1ccc(OC)c(CN2CCC(CO)(CCOc3ccccc3)CC2)c1 | 3
O=C(NCc1ccccc1CN1CCCC1)c1cccc(S(=O)(=O)Nc2ccc(F)cc2)c1 | 1
Cc1cccc(NC(=O)C(=O)C2C(=O)Nc3ccccc32)c1 (configuration not stated) | 2
COc1ccc(N=Nc2ccc(CO)cc2)cc1 | -2
O=C(Nc1nnc(C2CCCCC2)s1)C1CC(=O)N(c2ccccc2)C1 (configuration not stated) | -1
CCCc1nnc(SCC(=O)N2CCOCC2)n1CCCOC | 4
COc1cc(-c2nc3ccc(C)cn3c2NCc2ccccc2)ccc1-c1cccc(Cl)c1 | -1
COc1ccc(NC(C)C(=O)Nc2cccc(S(=O)(=O)N3CCOCC3)c2)cc1OC (configuration not stated) | -10

(cont.)
Compound | TbREL1 primary
CNC(C)C(=O)NC(C(=O)NC(C)C(=O)NNc1ccccc1)C(C)C (configuration not stated) | -2
COC(=O)CSc1nc2c(c(-c3ccc(C)o3)c1C#N)CCCC2 | -1
N#Cc1c(SCC(=O)OCc2ccccc2)nsc1SCC(=O)OCc1ccccc1 | 0
COc1cc2c(cc1OC)C(C(=O)N1CCOCC1)C(c1cccs1)N(C)C2=O (configuration not stated) | 1
CCCCOCCCNC(=O)C[C@H]1C(=O)N(Cc2ccc(OC)cc2)C2=CCCCC[C@@]21C(=O)OC | -1
CC(C)N(C(=O)c1sc2cc([N+](=O)[O-])ccc2c1Cl)C(C)C | 0
Cn1c(SCC(=O)OC2CCCCC2)nnc1-c1ccc(S(=O)(=O)N2CCCC2)cc1 | 1
Cc1ccc(C(=O)COC(=O)c2cc(C)no2)c(C)c1 | -1

(more compounds)
Compound | TbREL1 primary
COC(=O)[C@]12C[C@H](CC(=O)N3CCN(C(=O)c4ccco4)CC3)C(=O)N(Cc3ccco3)C1=C[C@H](COCc1ccccc1)O[C@@H]2C | -1
Nc1ncnc2c1ncn2[C@@H]1O[C@H](C(=O)N[C@@H](CCc2ccccc2)C(=O)N2CCN(C(=O)N3CCCCC3)CC2)[C@@H](O)[C@H]1O | -3
O=C(Nc1ccccc1[N+](=O)[O-])C1=C(O)CCn2c1nc1ccccc12 | 1
O=C(Cc1cccc(NC(=O)C2CCN(S(=O)(=O)c3cccc([N+](=O)[O-])c3)CC2)c1)Nc1cccc(C(=O)N2CCOCC2)c1 | -1
Cc1ccc(S(=O)(=O)NOCc2ccccc2)cc1 | 2
O=C(Nc1ccccc1)c1cccnc1N1CCOCC1 | 4
COc1cccc(/C=C/C(=O)Nc2ccc(N3CCOCC3)cc2)c1OC | -5
CC(=O)c1c(C)oc2ccc(NS(=O)(=O)c3ccc(C(=O)O)cc3)cc12 | 2

New compounds follow.
Compound | TbREL1 primary
Cc1ccc(S(=O)(=O)N2C[C@H]3C(=O)C[C@@H]4C(=O)N(c5ccccc5)C(=O)[C@@H]4[C@@H]3C[C@H]2c2cccs2)cc1 | 1
CN1CCCN(S(=O)(=O)c2ccccc2)c2nc3ccccc3nc21 | 4
O=C(CCc1nc(-c2ccccc2F)no1)NCCc1ccc(F)cc1 | -4
CCOC(=O)C1(C)CCCCCN1C(=O)/C=C/c1ccccc1 (configuration not stated) | -1
O=C(N/N=C/c1ccc2ncccc2c1)c1cc(-c2cccs2)nc2ccccc12 | 7
CCOc1ccc(CCN2C(=S)N([C@@H](Cc3ccc(O)cc3)CN3CCC[C@@H]3CN3C(=S)NC[C@@H]3CC(C)C)C[C@@H]2Cc2ccc(O)cc2)cc1 | -6
COC(=O)C1=C(C)N(Cc2ccccc2)C(=NCc2ccc(OC)cc2)N[C@H]1c1ccccc1 | 10
COc1ccc([C@@H]2CC=C(C(=O)O)[C@H](c3ccccc3F)N2S(=O)(=O)c2ccc(C)cc2)cc1OC | -3

Continued.
Compound | TbREL1 primary
CCN(C(=O)c1cc(Cl)ccc1Cl)C1CCS(=O)(=O)C1 (configuration not stated) | 5
CNC(=O)c1ccccc1S(=O)(=O)c1ccccc1C#N | 5
CC1CCN(S(=O)(=O)c2cc(Br)cc(C(=O)NC3=NCCS3)c2)CC1 | 2
NC(=O)NC(CC(=O)NCCCc1ccccc1)c1ccc(Cl)cc1 (configuration not stated) | -4
Cc1cccc(Cn2c(=O)c3c(nc4n3CCCN4Cc3ccccc3)n(C)c2=O)c1 | -2
O=C(Nc1ccccc1)[C@@H]1CC=C[C@@H]2CCN(C3CCCCC3)C(=O)[C@@H]21 | -1
CCOc1nc(C#N)nc(N2CCCCC2)n1 | 1
Cc1cc(NC(=O)CSc2n[nH]c(-c3cccs3)n2)no1 | -2
Cn1nc(C#N)c(=O)[nH]c1=O | 3

Screening results (PubChem)

Only part of the results is shown; count on the stated rates, not on these rows.
